# FXIIa inh: blocks human coagulation factor XIIa protease activity. AID 800. purified FXIIa, Boc-QGR-AMC fluorogenic substrate, 2 h. hit rate 0.3% among 220,000. inhibition, % at 5 µM. P00748; in the data active means inhibition above about 40%;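 further: 0% = enzyme with no compound and 100% = blank without enzyme; many of its hits are not listed in these tables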
# Target sequence (P00748 20-372 limits assumed): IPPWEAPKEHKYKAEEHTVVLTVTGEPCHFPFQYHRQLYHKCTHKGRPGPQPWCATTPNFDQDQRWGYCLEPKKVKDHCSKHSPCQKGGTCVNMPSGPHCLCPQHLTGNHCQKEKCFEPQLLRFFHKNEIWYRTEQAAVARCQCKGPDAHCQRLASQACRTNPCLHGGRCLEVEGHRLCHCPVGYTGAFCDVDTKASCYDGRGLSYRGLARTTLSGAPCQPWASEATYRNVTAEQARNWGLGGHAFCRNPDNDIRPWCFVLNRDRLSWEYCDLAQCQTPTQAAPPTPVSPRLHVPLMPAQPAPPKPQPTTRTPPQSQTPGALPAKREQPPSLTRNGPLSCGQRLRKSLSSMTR
# Target sequence (P00748 373-615 limits assumed): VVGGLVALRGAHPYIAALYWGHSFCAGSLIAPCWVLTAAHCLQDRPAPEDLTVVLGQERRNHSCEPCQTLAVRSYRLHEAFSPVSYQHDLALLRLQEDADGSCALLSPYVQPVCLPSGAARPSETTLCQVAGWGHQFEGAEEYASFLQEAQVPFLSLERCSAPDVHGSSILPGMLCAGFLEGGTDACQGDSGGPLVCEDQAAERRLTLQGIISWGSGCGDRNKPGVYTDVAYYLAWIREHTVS
# Rad51 HR inh: Rad51 (human) homologous recombination inhibition; Q06609; hRad51 DNA strand exchange, fluorescence dequenching; inhibition, % at 10 µM; hit rate 0.085% among 200,000;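 active means inhibition above 40% at the single screening dose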;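 further: 0% = DMSO control wells and 100% = blanks with heterologous ssDNA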
# Target sequence (Q06609 whole entry, looked up): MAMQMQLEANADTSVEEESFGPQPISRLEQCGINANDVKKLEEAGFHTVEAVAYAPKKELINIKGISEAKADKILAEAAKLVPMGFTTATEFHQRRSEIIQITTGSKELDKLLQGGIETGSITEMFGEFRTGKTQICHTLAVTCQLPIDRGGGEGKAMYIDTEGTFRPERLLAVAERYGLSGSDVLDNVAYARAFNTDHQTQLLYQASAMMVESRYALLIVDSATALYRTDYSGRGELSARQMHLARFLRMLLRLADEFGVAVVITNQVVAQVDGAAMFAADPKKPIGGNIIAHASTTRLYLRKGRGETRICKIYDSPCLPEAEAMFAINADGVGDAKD
#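 Material: hRad51 filaments on single-stranded DNA; Reagent: Donor/quencher-labelled 47-bp dsDNA substrate; Compound: 10 µM final, single point; Schedule: 37 °C 15-min filament assembly, 30-min compound preincubation, 15-min exchange; Technique: FRET fluorescence, excitation 485 nm, emission 520 nm; Benchmarks: control wells and blank wells on each plate.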
# hK5 inh: blocks human kallikrein 5 protease activity. inhibition, % at 5 µM. Q9Y337. hit rate 0.59% among 210,000. recombinant hK5, fluorogenic AMC substrate cleavage;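 active means inhibition of 40% or more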;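 further: 0% = enzyme controls without compound and 100% = no-enzyme blanks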
# KCC2 mod: KCC2 (human) Cl- transport modulation; Q9H2X9; KCC2 cells, thallium flux FluoZin-2 fluorescence; B-score of Tl+ flux slope (higher = more flux/activation; lower = inhibition) at 10 µM; hit rate 2.2% among 190,000; AID 1456;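 active means thallium flux slope and its plate-corrected score both differing from the plate sample mean at a set confidence after two filtering rounds, in either direction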;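 further: slope of fluorescence scaled to starting intensity during 10 to 20 s after thallium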
# Furin inhibitor: blocks human furin protease activity. P09958. AID 463115. inhibition, % at 30 µM. hit rate 0.061% among 220,000. purified furin, fluorogenic substrate cleavage; in the data active means inhibition above about 25%; further: inactives centre near -15
# FXIa inh 1536: factor XIa (human) inhibition; purified FXIa, Boc-Glu-Ala-Arg-AMC fluorogenic substrate; P03951; hit rate 0.14% among 220,000; inhibition, % at 5 µM;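 active means inhibition of at least 40%; inactive means inhibition below 40%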;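 further: fluorescence of freed AMC excited at 355 nm; 0% = enzyme without compound and 100% = no enzyme blank; many of its hits are not listed in these tables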
# thrombin 1536: blocks human thrombin protease activity; P00734; alpha-thrombin, Boc-VPR-AMC fluorogenic substrate cleavage; inhibition, % at 5 µM; hit rate 0.26% among 220,000; AID 1046;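 active means inhibition at or above 40%; inactive means inhibition below 40%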;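 further: 0% = enzyme with no compound and 100% = wells without enzyme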
#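 System: human alpha-thrombin protein; Compound dosing: one concentration per compound, 5 µM, with 0.2% DMSO; Timing: reaction at room temperature; Technique: AMC fluorescence, 355/460 nm; Controls: enzyme without compound as high, wells lacking enzyme as low.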
# m-calpain inh: calpain II (pig) inhibition | purified calpain II, fluorogenic peptide substrate, 30 min | hit rate 0.37% among 220,000 | AID 1236 | inhibition, % at 16 µM;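 active means inhibition above about 50%, limit read from the data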
# PERK inhibitor: inhibitors of human PERK kinase; AID 1416; hit rate 0.17% among 220,000; inhibition, % at 5.6 µM; CHO PERK-DD fusion, SEAP luminescence translation reporter;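 active means inhibition above the mean inhibition of all tested compounds plus 3 SD, set separately per screening campaign, cut at about 2.9% in these data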;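 further: PERK kinase domain activated by AP20187 dimerizer at 100 nM; 0% = DMSO with dimerizer and 100% = rapamycin at 8.4 µM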
# Starred values were filed as active, the others as inactive; i = inactive; . = not tested or not shown; [ ] = another dose, or the depositor's remark. The list is partial (hit frequency here may not be typical).
SMILES,FXIIa inh,Rad51 HR inh,hK5 inh,KCC2 mod,Furin inhibitor,FXIa inh 1536,thrombin 1536,m-calpain inh,PERK inhibitor
CC1CCN(C(=O)COC(=O)CCc2c[nH]c3ccccc23)CC1,1,4,-6,-0.2,-24,-1,-6,1,0.0
Cc1ccc(C(=O)Nc2nnc(-c3ccncc3)o2)cc1,6,3,-2,1.4,-22,-4,-16,18,0.4
COc1ccc(C(C)=O)cc1Cn1nc(C)c([N+](=O)[O-])c1C,12,-3,2,-0.73,-7,1,-1,17,0.5
COC(=O)c1ccc(C2/C(=C(\O)c3ccc(OC)c(C)c3)C(=O)C(=O)N2c2cc(C)on2)cc1 (stereo unspecified),11,-2,5,-1,-11,7,-1,-75,0.7
CS(=O)(=O)N(CC(=O)NC1CCCCC1)c1cccc(Cl)c1,1,3,-9,-0.33,-11[20 µM],-14,-6,-3,0.7
CCCC1=C(C(=O)OCC)C(c2cc(Cl)cc(OC)c2OCC(=O)OCC)NC(=O)N1 (stereo unspecified),14,-9,-9,-0.002,-16[20 µM],1,-2,-17,-0.6
COCCNC(=O)c1cc(-c2cccc(OC)c2)on1,14,-3,-24,-0.0069,-26,1,-1,-7,1.7
CCn1nccc1C(=O)Nc1cc(Cl)ccc1Cl,17,-2,-5,0.84,0[20 µM],-3,4,-11,0.7
CCC1=Nc2ccccc2-c2nnc(SC)nc2O1,-5,-6,9,-0.54,-9[20 µM],-4,-1,34,-0.8
O=C(O)c1ccccc1/C=N/NC(=S)NC1CCCCC1,8,22,2,2.1,-25,-1,0,15,1.6
CCOC(=O)CSc1nnc([C@@H](NC(=O)OC(C)(C)C)C(C)C)o1,-3,-5,1,-1.2,-27,6,5,-5,1.0
Cc1cc(C)cc(OCCCCCNCCO)c1,6,.,-27,0.011,-13[20 µM],3,4,15,0.9
Cn1cc(CNCCN2CCCCC2=O)c(-c2cccc(Cl)c2)n1,8,13,-2,0.26,-22,9,-15,-20,0.5
CCN(CC)S(=O)(=O)c1cccc(C(=O)N/N=C(\C)c2ccc(O)cc2O)c1,3,-24,-6,-0.028,-16,-3,-6,-24,0.4
CCCc1nc2oc(C(=O)OCC)c(N)c2c2c1COC(C)(C)C2,-29,-10,-70,.,-34,-20,-4,.,0.3
c1ccc(-c2nnc3sc(Cc4cccs4)nn23)cc1,9,-3,8,-2.3,-10[20 µM],-2,-4,-62,0.8
O=C(CCCSc1nc2ccccc2[nH]1)N1CCN(c2ccccc2)CC1,4,-1,-15,-0.73,-20,5,-4,4,-0.4
O=C(Nc1ccccc1-c1nnc(SCc2ccccc2Cl)o1)c1ccccc1,11,-1,-6,-0.043,-17,6,3,-4,0.2
CC1(C)CC(=O)c2sc(NC(=O)CN3CCOCC3)nc2C1,-14,4,5,0.38,5[20 µM],-6,-5,-8,-0.6
Cc1ccc(CCNS(=O)(=O)c2ccc(C)cc2)cc1,-11,-1,5,-1.6,-22[20 µM],1,-17,-32,-0.1
CC(C)CCc1noc(CN(C)CCC2CCOCC2)n1,2,8,-2,0.19,5,-2,-5,-5,0.0
N#CCCn1c(Cl)nc2ccccc21,12,2,-6,-0.16,0,1,0,10,0.6
Cc1cc(=O)n2cc(-c3ccccc3)nc2[nH]1,5,-2,0,.,-22[20 µM],-4,-6,i,-0.3
CCOC(=O)C1(CCOc2ccccc2)CCN(Cc2cccc3nonc23)CC1,8,-5,1,-0.11,-14,2,.,5,-0.7
CCCCc1nnc(NC(=O)CSc2nc(=O)cc(N)n2-c2ccccc2)s1,-9,5,-21,0.98,-6[20 µM],-2,-8,-17,0.1
COc1ccccc1C1(CCNS(=O)(=O)c2ccc(C)cc2)CCOC(C(C)C)C1 (stereo unspecified),13,-5,-12,-0.016,-7,3,-15,-1,-0.1
O=C(O)CNC(=S)N(Cc1ccccc1)Cc1ccccc1F,8,11,-4,-2.6,-15,2,-7,-4,1.0
COc1ccc(C2=NC(=O)/C(=C\c3cc(OC)c(OC)c(OC)c3)O2)cc1,11,-72,-6,-0.4,-16,-1,0,-2,1.3
C=CCn1c(SCC(N)=O)nc2nc3c(cc2c1=O)COC(C)(C)C3,-3,5,-3,0.23,-14,-6,-5,-21,-0.4
Cc1ccc(N2CC(C(=O)Nc3ccc4c(c3)OCCO4)CC2=O)cc1 (stereo unspecified),15,-1,-20,.,-17[20 µM],4,1,-14,1.3

# 5 of the entries above in order of their number in Furin inhibitor, descending:
SMILES,FXIIa inh,Rad51 HR inh,hK5 inh,KCC2 mod,Furin inhibitor,FXIa inh 1536,thrombin 1536,m-calpain inh,PERK inhibitor
CCOC(=O)C1(CCOc2ccccc2)CCN(Cc2cccc3nonc23)CC1,8,-5,1,-0.11,-14,2,.,5,-0.7
O=C(O)CNC(=S)N(Cc1ccccc1)Cc1ccccc1F,8,11,-4,-2.6,-15,2,-7,-4,1.0
COc1ccc(C2=NC(=O)/C(=C\c3cc(OC)c(OC)c(OC)c3)O2)cc1,11,-72,-6,-0.4,-16,-1,0,-2,1.3
O=C(Nc1ccccc1-c1nnc(SCc2ccccc2Cl)o1)c1ccccc1,11,-1,-6,-0.043,-17,6,3,-4,0.2
O=C(CCCSc1nc2ccccc2[nH]1)N1CCN(c2ccccc2)CC1,4,-1,-15,-0.73,-20,5,-4,4,-0.4

# Next structures follow.
SMILES,FXIIa inh,Rad51 HR inh,hK5 inh,KCC2 mod,Furin inhibitor,FXIa inh 1536,thrombin 1536,m-calpain inh,PERK inhibitor
CC(C)C(=O)N1CCC2(CC1)Oc1ccc(F)cc1C(=O)C21CC(c2ccc(Cl)cc2)=NO1 (stereo unspecified),6,6,-2,-1.7,-15,-2,-4,-35,.
Cn1c(-c2ccccc2Br)n[nH]c1=S,.,0,.,0.17,-13[20 µM],.,.,.,0.0
CCOC(=O)c1oc2ccc(S(=O)(=O)N3CCC(C)CC3)cc2c1C,-6,-6,-3,-0.022,-11,-3,-18,15,-0.2
O=C(C1CCCCC1)N1CCN(c2ncccn2)CC1,14,-6,-1,0.17,-26,18,-4,-5,0.5
Cn1nc(OC(=O)Nc2ccc(F)cc2)cc1C(F)(F)F,4,-1,-5,.,-20[20 µM],-6,-5,15,1.1
CCOc1ccc(NC(=O)CC2CC(C)(C)OC2=O)cc1 (stereo unspecified),-2,-4,-12,0.72,-13,-3,-5,-28,0.8
CC(=O)Nc1nc(SCC(=O)NCC2CCCO2)[nH]c(=O)c1NC(=O)c1cccs1 (stereo unspecified),5,8,-15,0.013,-12,-4,-5,16,0.2
C=CCn1c(-c2ccccc2)ccc(C#N)c1=O,-6,-7,4,-0.71,-16,-8,-4,-17,0.0
Cc1ccccc1-n1c(SC/C(O)=C(\C#N)c2nc3ccccc3[nH]2)nnc1-c1ccncc1,14,-16,-104,0.011,-10,4,10,-96,0.0
COC(=O)c1c(-c2cccc(C)c2)csc1N,9,2,-6,-0.059,-11[20 µM],-6,-4,-18,0.3
COc1ccccc1C(=O)Nc1cc2ccccc2oc1=O,6,.,-39,.,-25[20 µM],-14,-3,-400,-0.2
Cc1ccc(NC(=O)CCC(C(=O)O)N2C(=O)c3ccccc3C2=O)cc1 (stereo unspecified),16,-4,2,0.94,-9,-35,-1,10,0.8
O=C(NCc1cccs1)c1cccc(N2CCCC2=O)c1,4,0,-2,-0.018,-18[20 µM],2,3,5,0.4
Cc1cc(NC(=O)CSC2=NCCS2)no1,1,-3,-1,.,-17[20 µM],-3,-9,16,1.2
CN(C)C=NC(=O)/C(C#N)=C/c1ccccc1,-2,-2,-5,-0.87,-11,-1,-16,23,-0.3

# Taken from the entries so far, 5 compounds:
SMILES,FXIIa inh,Rad51 HR inh,hK5 inh,KCC2 mod,Furin inhibitor,FXIa inh 1536,thrombin 1536,m-calpain inh,PERK inhibitor
CC1CCN(C(=O)COC(=O)CCc2c[nH]c3ccccc23)CC1,1,4,-6,-0.2,-24,-1,-6,1,0.0
Cc1ccc(C(=O)Nc2nnc(-c3ccncc3)o2)cc1,6,3,-2,1.4,-22,-4,-16,18,0.4
COc1ccc(C(C)=O)cc1Cn1nc(C)c([N+](=O)[O-])c1C,12,-3,2,-0.73,-7,1,-1,17,0.5
COC(=O)c1ccc(C2/C(=C(\O)c3ccc(OC)c(C)c3)C(=O)C(=O)N2c2cc(C)on2)cc1 (stereo unspecified),11,-2,5,-1,-11,7,-1,-75,0.7
CS(=O)(=O)N(CC(=O)NC1CCCCC1)c1cccc(Cl)c1,1,3,-9,-0.33,-11[20 µM],-14,-6,-3,0.7

# (listing goes on)
SMILES,FXIIa inh,Rad51 HR inh,hK5 inh,KCC2 mod,Furin inhibitor,FXIa inh 1536,thrombin 1536,m-calpain inh,PERK inhibitor
Cc1cc(C)nc(Oc2ccc(Br)cc2Br)n1,4,1,2,-0.2,-15,-1,-11,-1,0.3
Nc1nonc1-n1nnc(C(=O)N/N=C/c2ccccc2)c1CSc1ccc(Cl)cc1,7,0,-5,-0.0098,-11,-5,-9,7,-0.3
O=c1nc(-c2ccccc2)c2cc(Cl)ccc2[nH]1,9,2,-15,-0.72,-14,4,1,-205,0.7
Cn1c(=O)c2c(ncn2CC(=O)N/N=C/c2ccco2)n(C)c1=O,10,7,2,1.3,-19,4,-6,4,0.5
CC(=O)Nc1ccc(C(=O)OCC(=O)NCc2ccccc2)cc1,5,12,-2,-0.027,-16,-1,2,-28,0.2
CCOC(=O)CSCC(=O)Nc1cc(C)ccc1C,13,4,-8,0.056,-12[20 µM],2,-2,-2,0.3
CCOC(=O)CNC(=O)c1ccc(Br)s1,7,-20,-2,0.43,-13,2,0,7,-0.2
Cn1c2ccccc2n2c(=O)c(=O)n(CC(=O)c3ccc(Cl)cc3)nc12,9,25,-14,0.41,-19,-30,-4,-38,0.4
CCC1(C(=O)OC)NC(c2ccco2)C2C(=O)N(c3ccccc3)C(=O)C21 (stereo unspecified),15,-2,0,0.65,-22,5,1,-17,0.6
CC(=O)c1c(C)nn(CCC(=O)O)c1C,3,-4,3,.,-29,-2,-2,-22,1.0
Cc1ccc(NC(=O)C2CCN(S(=O)(=O)c3c(C)noc3/C=C/c3ccco3)CC2)nc1,-3,-1,-20,0.55,-7,-3,-12,5,-0.6

# Only FXIIa inh and Rad51 HR inh, for some of the entries so far:
structure,FXIIa inh,Rad51 HR inh
CC1(C)CC(=O)c2sc(NC(=O)CN3CCOCC3)nc2C1,-14,4
Cc1ccc(CCNS(=O)(=O)c2ccc(C)cc2)cc1,-11,-1
CC(C)CCc1noc(CN(C)CCC2CCOCC2)n1,2,8
N#CCCn1c(Cl)nc2ccccc21,12,2

# Source: PubChem
